Compound activity: PubChem BioAssay, National Center for Advancing Translational Sciences (NCATS)
TGFb inhibitor: qHTS for Inhibitors of TGF-b; 1.2% of 410,000 active; AID 588855, 2011; Potency, µM (series often up to 46.1 µM), inactives show at the top dose activity, negative = inhibition, hits mostly inhibitors; HepG2 CAGA-GFP TGF-b/SMAD3 reporter, GFP fluorescence, 18 h; TGF-beta stimulated, 500 pg/mL final; also: potency is read from the fitted curve at half-maximal effect; % is scaled to controls: 0 for no effect and ±100 for the full control effect; nearly all actives have a fitted effect of over 65% in size
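Inhibition was scored as loss of TGF-beta-induced (500 pg/mL final, 18 hours, 37 degrees C) GFP in HEPG2 cells carrying a CAGA-GFP reporter, in DMEM with 1% FBS. Well GFP was summed per cell; Activity was normalised to unstimulated and stimulated DMSO wells, then concentration-response fitting.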
pAkt inh: HTS Assay for Inhibitors of Akt Phophorylation: Primary Screen | Neuro2A IGF-stimulated pAkt S473 HTRF, 20 min; stronger effect = lower value | activity change, % for hits at 50 µM | 0.32% of 360,000 active | AID 651550, 2012; in the data active = activity change below about -80%; inconclusive = mostly about -51% to -80%; also: % is scaled to controls: 0 for no effect and ±100 for the full control effect
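Neuro2A cells in DMEM with 0.5% FBS, overnight at 37 deg C, given compound at single 50 µM final, then IGF (6 nM final) for 20 min at 37 deg C. Lysed; phospho-Akt Ser473 by HTRF after 24 h, 665/615 ratio.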
Abeta rescue: qHTS for compounds that reverse cellular toxicity of Amyloid beta (A-beta) peptide in yeast: Primary Screen; yeast expressing A-beta42, growth rescue, OD600, 48 h; response scale: 0% DMSO, 100% iron-clioquinol control; Potency, µM (highest dose often 46.1 µM), inactives show at the highest dose growth rescue, hits mostly activators; 0.063% of 410,000 active; AID 1347071, 2019; also: potency is read from the fitted curve at half-maximal effect; nearly all actives have a fitted effect of over 55% in size
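Growth rescue measured by 600 nm absorbance after 48 h yeast culture at 30 C with compound. Values normalized between DMSO and an equimolar ferric chloride plus clioquinol control.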
Nrf2 inh: Nrf2 qHTS screen for inhibitors | Potency, µM (top dose mostly 46 µM), without a hit: top-dose activity change, negative = inhibition, most hits filed as inhibitors | A549 ARE-Fluc reporter, luciferase luminescence, 18-24 h | AID 504444, 2011 | 2.1% of 360,000 active; also: potency is read from the fitted curve at half-maximal effect; % is scaled to controls: 0 for no effect and ±100 for the full control effect; nearly all actives have a fitted effect of over 60% in size
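Nrf2 function is reported as luminescence of an ARE-controlled luciferase in A549 cells. Compounds were tested at several concentrations, and a CellTiter-Fluor read on the same wells flagged cytotoxicity.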
CCT chaperon mod: High-Throughput Screening for Modulators of Cytosolic Chaperonin Activity | purified chaperonin ATPase assay, HTRF ADP detection, 30 min | activity change, % (test concentration not listed), hits read low | 0.3% of 360,000 active; in the data active = activity change below about -30%; also: % is scaled to controls: 0 for no effect and ±100 for the full control effect
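TRiC (40 or 20 nM final, by batch activity) in 30 mM Tris pH 7.4, 100 mM KCl, 5 mM MgCl2, 1 mM DTT was treated with compound at 76 uM single dose, then 10 uM ATP, 30 min at 37 °C. ADP was read by HTRF Transcreener.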
A549 tox: Nrf2 qHTS screen for inhibitors: counterscreen for cytotoxicity. A549 ARE-Fluc cells, CellTiter-Fluor viability, 18-24 h. Potency, µM (series often up to 46 µM), inactives show top-dose activity change, negative = cytotoxicity, hits mostly inhibitors. 0.16% of 390,000 active. AID 504648, 2011; also: potency is read from the fitted curve at half-maximal effect; % is scaled to controls: 0 for no effect and ±100 for the full control effect
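A549 ARE-Fluc cells in 5% FBS OPTI-MEM, 5000 cells/well, rested 2 h then exposed to compounds in concentration-response for 18-24 h at 37 °C. Viability by CellTiter-Fluor fluorescence (Ex 405/Em 525) after 30 min; luciferase luminescence (BugLite, 15 min, RT) read afterwards.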
MmCpn inh: Inhibitors of TCP-1 ring complex (TRiC) of Methanococcus maripaludis (MmCpn): qHTS; Chaperonin Mm-Cpn (Methanococcus maripaludis); purified Mm-Cpn ATPase, ADP Transcreener TR-FRET; Potency, µM (series often up to 76.9 µM), inactives show top-dose activity, negative = inhibition, hits mostly inhibitors; 0.031% of 330,000 active; AID 504842, 2011; also: potency is read from the fitted curve at half-maximal effect; % is scaled to controls: 0 for no effect and ±100 for the full control effect; nearly all actives have a fitted effect of over 80% in size
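ATPase turnover read by TR-FRET ADP competition (Eu cryptate antibody/ADP-d2, 665/590 nm): 10uM ATP final, 25nM Mm-CPN final, 30 min 37degC after 10-min compound preincubation, pH 7.4 Tris/KCl/MgCl2/DTT buffer.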
Nrf2 ARE act: qHTS of Nrf2 Activators. AREc32 ARE-luciferase reporter (MCF7-derived line), luminescence, 24 h. Potency, µM (top dose mostly 46.1 µM), without a hit: at the highest dose activation, actives largely listed as activators. 0.31% of 410,000 active. AID 624171, 2012; also: potency is read from the fitted curve at half-maximal effect; % of control where 0% means no effect; nearly all actives have a fitted effect of over 65% in size
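Nrf2 activation is followed as ARE-luciferase induction in the AREc32 line after one day of compound treatment; luminescence is read with Steady-Glo.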
HepG2 tox: qHTS for Inhibitors of TGF-b: Cytotox Counterscreen; 0.76% of 410,000 active; AID 588856, 2011; Potency, µM (series often up to 46.1 µM), inactives show at the highest dose activity change, negative = cytotoxicity, hits mostly cytotoxic; HepG2 CAGA-GFP viability, ATP luminescence, 18 h; also: potency is read from the fitted curve at half-maximal effect; some results filed as inactive show a strong effect at the top dose
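CellTiter-Glo luminescence gave cytotoxicity after 18 hours at 37 degrees C. The cells were HepG2 CAGA-GFP in 1% FBS DMEM, stimulated with 500 pg/mL TGF-beta after compound addition. %Activity was normalised to no-cell wells (complete cell-killing) and DMSO (no toxicity), and curves were fitted and classified.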
* marks the source's active call; other numbers are inactive results; i = inactive; ? = inconclusive; · = no result given; [ ] = remark or other dose. Unless noted, calls follow the shape of the dose curve; as a rule, active = well fitted curve in the direction sought with a large enough effect; inconclusive = small, poorly fitted or top-dose-only effect, or another doubt; inactive = no such curve, though single readings can be large; an effect the other way counts as inactive or inconclusive.

SMILES | TGFb inhibitor | pAkt inh | Abeta rescue | Nrf2 inh | CCT chaperon mod | A549 tox | MmCpn inh | Nrf2 ARE act | HepG2 tox
N#CCC(=N)N1CCN(c2cccc(Cl)c2)CC1 | 20% | i | 8%[9.22 µM] | · | 0.4 | 2% | 2% | 0.8% | 2%
CC(C)(C)NC(=O)COC(=O)c1cc(F)c(F)cc1Cl | 15% | i | 29% | 4% | -0.4 | -14% | 1% | -0.5% | -13%
O=C(CCCN1C(=O)C2CC=CCC2C1=O)Nc1ccccc1F (stereo unspecified) | 0% | i | -2% | 3% | -1.3 | -2% | 0% | 0.5% | 0%
COc1ccc(CCNC(=O)c2nc(SCc3ccc(C)cc3)ncc2Cl)cc1OC | ? | · | -32% | ? | · | -2% | · | 4.1% | -45%
COc1ccc(C(=O)NCCNC(=O)c2ccc(OC)cc2)cc1 | 3% | i | 3% | ? | -1.0 | 0% | · | -0.3% | -6%
Brc1cccc(/C=N\n2cnnc2)c1 | 0% | i | 19% | -9% | 0.6 | 16% | -3% | 5.4% | 10%
O=C(Nc1ccc(Cc2ccc(NC(=O)C3CC3)c(O)c2)cc1O)C1CC1 | 0% | i | 22% | -13% | 1.8 | -9% | 1% | -0.5% | 2%
O=C1CCC(=O)N(O)CCCCCNC(=O)CCC(=O)N(O)CCCCNC(=O)CCC(=O)N(O)CCCCCN1 | -14% | i | -29% | 0% | 1.0 | 5% | 1% | -1.3% | -15%
O=c1[nH]cnc2c1c(-c1ccccc1)cn2-c1ccc(F)cc1 | -6% | i | -17% | 26µM* | 2.8 | ? | 0% | 6.9% | -1%
CCOc1ccc(CCNC(=O)Cn2nc(CC)n3c(cc4c(OC)cccc43)c2=O)cc1OCC | -8% | · | -24% | ? | · | 1% | · | 1.3% | -26%
CCC(C(=O)N1CCOCC1)n1nc(C)n2c(cc3cc(C)ccc32)c1=O (stereo unspecified) | -1% | i | 5% | 7% | -5.0 | -3% | 1% | -0.2% | -13%
Cc1cc(C)cc(NC(=O)Cn2c(=O)n(CCC(C)C)c(=O)c3cccnc32)c1 | -11% | · | -9% | 4% | · | -1% | · | 0.0% | -11%
Cc1nc(C(=O)NNC(=O)c2c(-c3c(Cl)cccc3Cl)noc2C)cs1 | ? | i | -11% | ? | -1.4 | -3% | -1% | 18% | -26%
CSc1nnc(NC(=O)c2cccc(S(=O)(=O)N3CCOCC3)c2)s1 | -19% | i | 9% | 15% | -2.0 | -7% | -3% | -0.3% | -13%
Cc1cc(=O)[nH]c(N2CCCC2)n1 | -6% | i | -1% | -6% | -2.1 | -6% | -4% | -0.2% | 1%
Cc1ccc(Oc2ccc(Cl)cc2NC(=O)c2ccc(F)cc2F)cc1 | 1% | i | -5% | ? | -3.8 | -5% | -7% | -0.1% | -9%
Cc1ccccc1NCc1cccn1-c1nnc(N2CCOCC2)s1 | 22% | · | -6% | -17% | · | 1% | · | 2.7% | -55%
Cc1nnc(NC(=O)CSc2nc3ccccc3o2)s1 | 0% | i | -5% | 7% | -0.2 | 3% | 0% | -0.5% | -13%
CCc1ccc(NC(=O)C(C)Sc2nc(-c3ccco3)c(C#N)c(=O)[nH]2)cc1 (stereo unspecified) | -4% | i | -18% | -5% | -1.5 | 0% | -4% | 0.4% | -22%
COc1cccc(NC(=O)C(OC(=O)c2ccc([N+](=O)[O-])o2)c2ccccc2)c1 (stereo unspecified) | ? | i | 14% | 10% | -4.7 | -6% | 0% | ? | -37%
O=C1CCC(=O)N1c1ccc(S(=O)(=O)Nc2cccc([N+](=O)[O-])c2)cc1 | 3% | i | -10% | -6% | -1.2 | 2% | -2% | 0.2% | 6%
COc1ccc(N2CCN(C(c3ccccc3)c3nnc(-c4ccccc4Cl)o3)CC2)cc1 (stereo unspecified) | ? | · | ? | ? | · | 0% | · | 8.4% | -13%
Cc1ccc(CNS(=O)(=O)c2ccc(-n3cccn3)cc2)cc1 | -21% | i | -2% | · | -0.9 | · | · | -1.7% | -26%
COc1ccc(NC(=O)Nc2ncccc2C)cc1 | -2% | i | 15% | ? | 1.1 | 16% | 1% | 4.5% | -5%
COc1cc(/C=C2\C(=O)N(c3ccccc3)N=C2C)ccc1Oc1ccc([N+](=O)[O-])cc1[N+](=O)[O-] | ? | i | -37%[inhibitor] | 19% | 0.3 | 2% | -2% | ? | -44%
COc1ccccc1-c1cccc([C@@H]2C[C@H]3[C@H](CON3C)CN2Cc2ccccc2)c1 | ? | i | 2% | ? | -1.5 | -3% | · | 4.6% | -21%
Cc1oc2ncnc(N3CCOCC3)c2c1C(=O)Nc1ccc(Br)cc1F | 6% | · | -3% | -13%[9.27 µM] | · | 2% | · | 0.0% | -17%
COc1ccc(C(NC(=O)CN2C(=O)NC3(CCc4ccccc43)C2=O)c2ccc(OC)cc2)cc1 (stereo unspecified) | -4% | i | 1% | 2% | -0.4 | -3% | 2% | 0.1% | -21%
Cc1ccc(CNC(=O)c2nc(S(=O)(=O)Cc3ccc(C)cc3)ncc2Cl)cc1 | ? | · | -4% | 12µM* | · | -20% | · | 9.6% | -50%
C/C(=N\NC(=S)NCc1ccccc1)c1ccccc1 | ? | i | 3.5µM* | ? | -0.9 | 2% | -1% | 9.4% | -19%
COc1ccc2nc(SCC(=O)c3c(C)[nH]c4ccccc34)nc(C)c2c1 | -23% | · | -10% | -18% | · | -6% | · | -1.1% | -13%
CSc1ccc(-c2sc(Nc3ccccc3)n[n+]2-c2ccc(F)cc2)cc1 | 3% | i | 2% | -11% | 2.5 | -11% | ? | 4.8% | -6%
Cc1ccc(S(=O)(=O)C(CNC(=O)C(=O)NCCc2ccc(F)cc2)c2cccs2)cc1 (stereo unspecified) | -23% | · | -15% | · | · | -10% | · | 1.6% | -23%
O=C1CCCCC1(O)Cc1ccc2c(c1)OCO2 (stereo unspecified) | -5% | i | 1% | 20% | -1.4 | -2% | · | -0.2% | -5%
CCOC(=O)C1CCC2(CC1)C(C#N)=C(N)Oc1n[nH]c(C)c12 (stereo unspecified) | 1% | i | 14% | -21% | 1.0 | -9% | 0% | 11% | -18%
COc1ccc(CNC(=O)Cn2c(=O)cc(-c3ccccc3)c3c(C)nn(C)c32)cc1 | -12% | · | -8% | -16% | · | 0% | · | 1.0% | -28%
COc1cc(OC)cc(C(=O)NC(C)CCc2ccccc2)c1 (stereo unspecified) | -16% | i | -3% | -18% | -2.4 | -10% | -3% | 0.1% | -13%
CCOc1ccc(CN2CCN(Cc3cccc4nonc34)CC2CCO)cc1 (stereo unspecified) | -12% | i | 3% | -6% | -0.3 | -1% | 0% | 0.0% | -2%
COc1ccc(S(=O)(=O)N(C)c2ccc(C(=O)NC3CC3)cc2)cc1 | -2% | i | 0% | -9% | 0.0 | -4% | 1% | 0.1% | 19%
CC1=C(C(=O)OCC(Cl)(Cl)Cl)N2C(=O)C(NC(=O)Cc3ccccc3)C2SC1 (stereo unspecified) | 16% | i | -22% | 7% | -1.7 | 4% | 3% | -0.1% | 0%

Compound profiles (already shown):
Record of Cc1cc(=O)[nH]c(N2CCCC2)n1 = TGFb inhibitor: -6%; pAkt inh: i; Abeta rescue: -1%; Nrf2 inh: -6%; CCT chaperon mod: -2.1; A549 tox: -6%; MmCpn inh: -4%; Nrf2 ARE act: -0.2%; HepG2 tox: 1%
Record of C/C(=N\NC(=S)NCc1ccccc1)c1ccccc1 = TGFb inhibitor: ?; pAkt inh: i; Abeta rescue: 3.5µM*; Nrf2 inh: ?; CCT chaperon mod: -0.9; A549 tox: 2%; MmCpn inh: -1%; Nrf2 ARE act: 9.4%; HepG2 tox: -19%

Additional records follow:
SMILES | TGFb inhibitor | pAkt inh | Abeta rescue | Nrf2 inh | CCT chaperon mod | A549 tox | MmCpn inh | Nrf2 ARE act | HepG2 tox
CCc1ccc(S(=O)(=O)c2nnn(-c3ccc(F)cc3)c2N)cc1 | ? | · | -14% | 13µM* | · | -4% | · | -1.2% | -11%
COc1cc(/C=N/NC(=O)c2cccc3ccccc23)cc(OC)c1O | -10% | i | -5% | -5% | -1.9 | 7% | -3% | 3.7% | -6%
COc1cccc(-c2cnc(NCc3ccccc3Cl)n2C)c1 | ? | · | -4% | 28% | · | -2% | · | 4.1% | -53%
Cc1cc(C)c(C)c(S(=O)(=O)N2CCN(c3ccc(O)cc3)CC2)c1C | ? | i | 7% | ? | -0.5 | -1% | -1% | -0.3% | 0%
O=C(Nc1ccc(F)cc1)c1oc2ccccc2c1NC(=O)C1CC1 | 7% | i | 15% | ? | -1.5 | 7% | ? | 0.2% | 3%
COc1ccc(CN(C)C(=O)COC(=O)c2c(-c3ccccc3Cl)noc2C)cc1 | -2% | i | -18% | ? | -0.7 | -16% | -6% | 2.3% | 1%
CN(CC(=O)O)S(=O)(=O)c1ccc2oc3ccccc3c2c1 | -3% | i | 6% | -2% | 0.4 | 0% | 0% | 0.2% | -9%
O=C(Cc1cccs1)NCc1ccco1 | 3% | i | 6% | 2% | -1.8 | -5% | 7% | -0.6% | 7%
